# Compound activity deposited in PubChem by The Scripps Research Institute Molecular Screening Center.
# CHRM4 antagonist = antagonists of human muscarinic M4 receptor (CHRM4); inhibition, % at 3 µM; AID 624125; CHO-hM4 cells, ACh EC80, Fluo-8 calcium fluorescence; P08173; 360,000 compounds, 0.73% hits;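 active = inhibition above its plate's cutoff, the mean inhibition of sample wells plus 3 SD, cut at about 27% in these data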;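 note: 0% = acetylcholine EC80 with DMSO and 100% = DMSO without agonist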
# Target sequence (P08173 whole entry, looked up): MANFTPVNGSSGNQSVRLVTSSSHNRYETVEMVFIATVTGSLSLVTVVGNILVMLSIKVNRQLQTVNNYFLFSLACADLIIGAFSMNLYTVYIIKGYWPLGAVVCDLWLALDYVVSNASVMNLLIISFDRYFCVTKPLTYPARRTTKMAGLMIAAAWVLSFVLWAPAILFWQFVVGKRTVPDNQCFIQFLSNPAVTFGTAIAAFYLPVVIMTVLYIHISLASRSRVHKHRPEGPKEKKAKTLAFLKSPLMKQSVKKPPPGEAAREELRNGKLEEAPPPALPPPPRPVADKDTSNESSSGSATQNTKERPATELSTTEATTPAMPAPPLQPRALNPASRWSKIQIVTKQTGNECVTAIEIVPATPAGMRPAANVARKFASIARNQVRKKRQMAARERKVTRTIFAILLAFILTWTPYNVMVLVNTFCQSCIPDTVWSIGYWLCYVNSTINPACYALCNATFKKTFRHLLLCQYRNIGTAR
# CHRM5 antagonist = CHRM5 antagonism in calcium assay. P08912. CHO-hM5 cells, Fluo-8 calcium fluorescence, ACh EC80. inhibition, % at 3 µM. 360,000 compounds, 0.59% hits. AID 624040;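 active = inhibition above a per-plate cutoff, the mean of that plate's test compounds plus 3 SD, cut at about 27% in these data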;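 note: 0% = acetylcholine EC80 with DMSO and 100% = DMSO without agonist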
# CHRM1 agonist = activates human CHRM1 receptor; CHO-K1 hM1, Fluo-8 calcium fluorescence, agonist mode; 0% DMSO, 100% acetylcholine EC100; activation, % at 3 µM; 360,000 compounds, 0.33% hits; AID 588814;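 active = activation above the run's mean compound activation plus 3 SD, cut at about 16% in these data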;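 note: peak over basal fluorescence ratio within a 140 s kinetic read after compound addition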
# Target sequence (P11229 whole entry, looked up): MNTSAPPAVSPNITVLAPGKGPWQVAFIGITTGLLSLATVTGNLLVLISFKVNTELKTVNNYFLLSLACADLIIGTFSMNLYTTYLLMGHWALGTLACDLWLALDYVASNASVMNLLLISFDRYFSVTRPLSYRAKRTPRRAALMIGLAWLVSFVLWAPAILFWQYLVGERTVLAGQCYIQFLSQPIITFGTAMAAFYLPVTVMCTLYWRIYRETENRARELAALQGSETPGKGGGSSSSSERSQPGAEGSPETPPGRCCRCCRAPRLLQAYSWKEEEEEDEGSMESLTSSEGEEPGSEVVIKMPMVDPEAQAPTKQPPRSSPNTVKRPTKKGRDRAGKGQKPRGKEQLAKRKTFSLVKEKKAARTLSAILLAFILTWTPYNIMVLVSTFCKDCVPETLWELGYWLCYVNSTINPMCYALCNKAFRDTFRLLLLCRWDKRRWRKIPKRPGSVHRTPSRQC
# M1 PAM = human CHRM1 positive allosteric modulation; CHO-K1 hM1, Fluo-8 calcium fluorescence, ACh EC20; 0% = ACh EC20, 100% = maximal ACh; 360,000 compounds, 0.088% hits; activation, % at 3 µM; P11229; AID 588819; in the data active = activation above about 19%, passing the limit was not always enough
# TAAR1 ag = agonists of human TAAR1 | AID 624467 | 360,000 compounds, 0.99% hits | Q96RJ0 | CHO RD-HGA16 TAAR1, Fluo-8 calcium fluorescence; vehicle wells 0%, saturating PEA agonist 100% | activation, % at 3 µM;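 active = activation above the mean activation of all test compounds in the run plus 3 SD, cut at about 38% in these data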
#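 Test system: RD-HGA16 (CHO) cells co-expressing Gα16 and hTAAR1 | Doses: Single dose, 3 µM | Schedule: 17-24 h seeding, 75 min 37 °C dye, 30 min RT | Evaluation: % activation from peak over basal fluorescence ratio, DMSO-to-PEA scaled | Technique: Kinetic Fluo-8 calcium fluorescence | Benchmarks: Low control DMSO, high control PEA (EC100)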
# M5 ag = agonists of human muscarinic M5 receptor (CHRM5); P08912; CHO-K1 hM5 cells, Fluo-8 calcium fluorescence; 0% DMSO wells, 100% maximal acetylcholine response; activation, % at 3 µM; 360,000 compounds, 0.19% hits; AID 624037;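 active = activation above the run's mean over test compounds plus 3 SD, cut at about 23% in these data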;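 note: signal is peak over basal fluorescence ratio across the kinetic read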
# M4 ag = agonists of human muscarinic M4 receptor (CHRM4). CHO-K1 hM4/Gqi5, Fluo-8 calcium fluorescence; vehicle 0%, full acetylcholine response 100%. activation, % at 3 µM. 360,000 compounds, 0.14% hits;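 active = activation above the run mean over all test wells plus 3 SD, cut at about 32% in these data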;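 note: peak over basal fluorescence ratio per well then scaled between controls; 0% = DMSO wells and 100% = acetylcholine at EC100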
# M5 PAM = positive allosteric modulators of human muscarinic M5 receptor | P08912 | CHO-K1 hM5, Fluo-8 calcium, ACh EC20 PAM; 0% = ACh EC20, 100% = ACh EC100 | activation, % at 3 µM | 360,000 compounds, 0.3% hits | AID 624038;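 active = activation above the run cutoff, the mean activation of all test compounds plus 3 SD, cut at about 18% in these data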
#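 System: CHO-K1 cell line with stable human muscarinic M5 receptor expression | Also added: EC20 acetylcholine as agonist stimulus | Compound: One concentration, 3 µM final (nominal) | Timing: Fluo-8 loading 80 min at 37 °C plus 30 min room temperature | Measured by: Fluo-8 calcium dye fluorescence, kinetic read | Read-out basis: % activation, ACh-normalized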
# CHRM1 antagonist = blocks human M1 muscarinic receptor; AID 588852; P11229; 360,000 compounds, 1.3% hits; inhibition, % at 3 µM; CHO-K1 hM1, Fluo-8 calcium fluorescence, ACh EC80 antagonist;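 active = percent inhibition above its own plate's cutoff, namely the mean of that plate's compound wells plus 3 SD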;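 note: peak over basal fluorescence ratio during 140 s after agonist addition; 0% = ACh EC80 plus DMSO and 100% = DMSO alone without agonist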
# * = called active by the depositor; x = not tested or not shown; + = active, no number. Some of the compounds tested; rates above refer to the full screens.
SMILES,CHRM4 antagonist,CHRM5 antagonist,CHRM1 agonist,M1 PAM,TAAR1 ag,M5 ag,M4 ag,M5 PAM,CHRM1 antagonist
CC1CCCCN1S(=O)(=O)c1ccc2c(c1)CCN2C(=O)C1CCC1 (stereo unspecified),-2,-1,-4,-2,6,-7,8,3,3
c1cnn(-c2cc(N3CCOCC3)ncn2)c1,-3,-1,-2,2,19,2,1,-2,4
O=C(CSc1cn(CCNC(=O)c2ccccc2F)c2ccccc12)NCC1CCCO1 (stereo unspecified),0,-1,1,-3,5,1,10,-6,5
O=c1[nH]c(C2CCN(S(=O)(=O)c3ccc([N+](=O)[O-])cc3)CC2)nc2c1nnn2Cc1ccccc1,7,6,-3,4,1,-3,2,4,-2
O=C1CCNCCN1[C@H](CO)c1ccccc1,5,3,-13,8,7,-6,1,7,-5
O=C(C1CCN(S(=O)(=O)Cc2ccccc2)CC1)N1CCCc2ccccc21,-2,-1,-2,3,10,4,7,-6,-24
COc1cccc2cc(C(=O)N3CCCCC3C)c(=O)oc12 (stereo unspecified),-2,3,-3,8,0,-1,1,-2,-17
CC(C)(C)S(=O)(=O)N1C[C@H]2CC/C=C\C/C=C\2[C@@H]1CCO,-1,1,3,-3,0,2,1,-4,-1
CC12CCC(C(=O)Nc3nccs3)(OC1=O)C2(C)C (stereo unspecified),-6,-6,-3,3,6,-1,1,2,0
COC(=O)CC1C(=O)NCCN1C(=S)Nc1ccc(F)cc1 (stereo unspecified),-9,14,-2,1,0,-3,9,-11,4
Cc1nc(=O)c(-c2ccccc2)c(C)n1-c1ccc(C(=O)O)cc1,5,1,-5,10,1,-3,-1,2,-7
Cc1ccc(-n2nc3c(=O)n(CCCC(=O)NCCc4ccccc4)nc(C)c3c2C)cc1,9,-12,-6,-1,41*,-7,-2,5,3
Cc1ccc(S(=O)(=O)N2CCC(=O)N([C@H](COCc3ccc(C(F)(F)F)cc3)Cc3ccccc3)CC2)cc1,-5,-5,x,x,5,-1,2,-1,x
COc1ccc(C(=O)NC2CCN(C(=S)NCCc3ccccc3)CC2)cc1,-14,-6,-6,7,3,-3,3,-6,-12
COc1cccc(NC(=O)COC(=O)Cn2c(C)csc2=O)c1,-4,-1,-3,9,7,2,2,0,-13
CCc1nc2ccc(C(=O)NCCc3ccc(OC)c(OC)c3)cc2nc1CC,4,-2,-2,7,3,0,10,6,-5
Cc1cccc(C)c1NC(=O)N1CCC(c2nc3ccccc3o2)CC1,3,3,-6,-15,0,-3,2,0,28*
Cc1cc(C)n2nc(CNS(=O)(=O)c3ccc([N+](=O)[O-])cc3)nc2n1,-3,8,-2,2,0,-2,0,-3,2
CC(C)(C)c1cc(NC(=O)c2ccco2)n(-c2ccccc2)n1,-6,-21,-7,1,5,1,1,5,5
Cn1c(=O)c2c(nc(SCCN3CCOCC3)n2Cc2ccc(Cl)cc2)n(C)c1=O,-2,-1,-7,-2,0,2,2,0,5
COc1cc([N+](=O)[O-])cc(/C=N/NC(=O)c2cncc(Br)c2)c1O,5,-6,-2,6,0,2,0,5,-10
O=C(NCc1cccc(Br)c1)C1CC(c2ccccc2[N+](=O)[O-])=NO1 (stereo unspecified),-5,8,-4,8,14,1,5,3,-4
CCn1c(SCC(=O)NCc2ccccc2)nc2nc3c(cc2c1=O)CCCC3,2,-4,-7,6,1,-2,3,2,-10
O=c1[nH]c(Nc2ccc3c(c2)OCCO3)nnc1Cc1ccc(Cl)cc1,-7,0,-3,12,3,2,1,8,-6

# The last 2 records of the part above lead into the next:
SMILES,CHRM4 antagonist,CHRM5 antagonist,CHRM1 agonist,M1 PAM,TAAR1 ag,M5 ag,M4 ag,M5 PAM,CHRM1 antagonist
CCn1c(SCC(=O)NCc2ccccc2)nc2nc3c(cc2c1=O)CCCC3,2,-4,-7,6,1,-2,3,2,-10
O=c1[nH]c(Nc2ccc3c(c2)OCCO3)nnc1Cc1ccc(Cl)cc1,-7,0,-3,12,3,2,1,8,-6
COc1ccc(CNC(=O)C[C@H]2C(=O)N(Cc3ccccc3)C[C@@H]2Cc2ccccc2)cc1,17,17,-5,1,16,-1,4,-8,2
CC(C)CNC(=O)CN(C)S(=O)(=O)c1ccc(F)cc1,2,-5,-2,3,0,0,0,1,-8
COc1cc(C(=O)Nc2ccc(C)cc2C(NCC(=O)NN)c2ccccc2)cc(OC)c1OC (stereo unspecified),-14,5,-3,5,0,-2,0,-4,1
O=Cc1ccc(OCC(=O)NCC2CCCO2)cc1 (stereo unspecified),0,3,-2,16,6,-2,0,5,-10
O=C(Nc1nc(-c2cccs2)c(C(=O)C(F)(F)F)s1)c1ccco1,-7,9,0,5,4,3,7,-7,-7
CC(C)C(O)(CC#CCN1CCCC1)c1ccccc1 (stereo unspecified),49*,42*,-8,-26,8,-18,1,-35,99*
CC1CCCN(S(=O)(=O)CCNC(=O)c2ccccc2)C1 (stereo unspecified),3,-5,-3,9,2,-2,0,2,-5
C[C@@H]1CCCCO[C@H](CN(C)S(=O)(=O)c2cccs2)[C@H](C)CN([C@@H](C)CO)C(=O)c2cc(NC(=O)NC3CCCCC3)ccc2O1,-6,3,-7,-2,1,-1,3,-2,-10
C=CCC(C(=O)Oc1c(C(C)(C)C)cc(C)cc1C(C)(C)C)c1ccccc1 (stereo unspecified),-3,6,-3,9,6,-1,1,5,-11
O=S(=O)(Oc1ccccc1)c1cccnc1,-22,-2,-1,1,11,0,0,9,-9
O=C(NCc1ccccc1)/C(=N\O)c1ccccc1,0,-4,-3,-4,2,-7,0,-9,3
O=C(NCc1ccccc1CN1CCCC1)c1cccc(S(=O)(=O)N2CCCC2)c1,5,1,-8,-14,-1,-2,0,0,11
CCN1/C(=C/C=C/c2oc3ccc(-c4ccccc4)cc3[n+]2CC)Oc2ccc(-c3ccccc3)cc21,99*,102*,599*,-21,531*,+,+,-34,103*
O=C(O)CCc1nc(-c2ccccc2Cl)no1,-1,-2,-3,8,5,0,1,-1,-5
COc1ccc(CCNC(=O)Cc2c(Cl)cccc2Cl)cc1,-4,6,-5,5,2,-3,0,5,-3
Cn1nnc(NC(=S)NC(=O)c2ccc3ccccc3c2)n1,4,9,-3,1,2,0,1,-4,-5
O=C(c1ccc(F)cc1)N1CCCC(C(=O)N2CCCCC2)C1 (stereo unspecified),4,9,-3,0,3,-4,0,-5,4
CC1=C(C(=O)Nc2ccccc2F)C(c2ccsc2)C2=C(CC(C)(C)CC2=O)N1 (stereo unspecified),-3,-12,-4,4,6,-2,1,11,5
Cc1ccc(F)cc1NC(=O)CN1CCN(c2ccccn2)CC1,-9,0,-6,11,0,0,1,6,-12
Cn1cc(CN2CCCC(CO)(Cc3ccccc3)C2)c2ccccc21 (stereo unspecified),1,5,-14,-9,6,-6,6,4,-1
O=C(CSc1nccc(=O)[nH]1)Nc1ccccc1Sc1ccccc1,11,10,-5,-12,2,4,13,-9,14
O=C(Nc1ccc(Cl)cc1Cl)Nn1cnnc1,-11,-2,-1,9,0,-3,1,3,-8
O=C(Cn1nc(-c2nn(CC(=O)c3ccccc3)c3[n+]2CCCCC3)[n+]2c1CCCCC2)c1ccccc1,8,0,-9,13,0,-7,1,0,-18
Cc1ccc(OCC(O)CN2CCN(c3ccccc3)CC2)cc1 (stereo unspecified),-11,-5,-3,6,6,-9,3,11,-4
Cc1ccc(N=Nc2c(N)nn(-c3ccccc3)c2N)cc1,-6,-1,-6,4,-2,-5,-1,1,-11
OC(C#CCCN1CCCCC1)(c1ccccc1)C1CCCCC1 (stereo unspecified),97*,98*,-7,-25,2,-20,3,-32,97*
CN(C)c1cc(-c2ccccc2)nc(-c2ccccc2)n1,-2,5,-1,0,4,-2,0,-6,4
CCOC(=O)C1CCN(S(=O)(=O)c2ccc3c(c2)NC(=O)C(C)S3)CC1 (stereo unspecified),-7,0,1,-7,3,6,10,-4,7
Cc1cccc(C(=O)C2CCN(S(=O)(=O)c3cccc(C(=O)O)c3)CC2)c1,2,16,-3,-2,1,-3,1,-5,-1
COc1ccc(S(=O)(=O)N2CCCCC2)cc1NC(=O)C1COc2ccccc2O1 (stereo unspecified),18,19,-3,-7,5,2,15,-22,14
COc1ccc(CN2CCN(C(=O)CC(C)C)CC2)c(OC)c1OC,0,2,-3,4,18,-1,0,-2,3
C#CCOCCOCCOCCNc1nc(N2CCN(C(=O)[C@H](CCCCN)n3cc([C@@H](N)C(C)CC)nn3)CC2)nc(N2CCN(C(=O)[C@H](Cc3ccc(O)cc3)n3cc([C@@H](N)CC(C)C)nn3)CC2)n1 (stereo partly specified),5,14,-11,1,4,-1,1,2,1

# Random excerpt: 7 records from the list, in no set order.
SMILES,CHRM4 antagonist,CHRM5 antagonist,CHRM1 agonist,M1 PAM,TAAR1 ag,M5 ag,M4 ag,M5 PAM,CHRM1 antagonist
O=c1[nH]c(C2CCN(S(=O)(=O)c3ccc([N+](=O)[O-])cc3)CC2)nc2c1nnn2Cc1ccccc1,7,6,-3,4,1,-3,2,4,-2
C[C@@H]1CCCCO[C@H](CN(C)S(=O)(=O)c2cccs2)[C@H](C)CN([C@@H](C)CO)C(=O)c2cc(NC(=O)NC3CCCCC3)ccc2O1,-6,3,-7,-2,1,-1,3,-2,-10
Cn1nnc(NC(=S)NC(=O)c2ccc3ccccc3c2)n1,4,9,-3,1,2,0,1,-4,-5
O=C(O)CCc1nc(-c2ccccc2Cl)no1,-1,-2,-3,8,5,0,1,-1,-5
CCn1c(SCC(=O)NCc2ccccc2)nc2nc3c(cc2c1=O)CCCC3,2,-4,-7,6,1,-2,3,2,-10
O=C(CSc1nccc(=O)[nH]1)Nc1ccccc1Sc1ccccc1,11,10,-5,-12,2,4,13,-9,14
CC12CCC(C(=O)Nc3nccs3)(OC1=O)C2(C)C (stereo unspecified),-6,-6,-3,3,6,-1,1,2,0
